NCI-60 one-dose screen, 48 h, at 10 µM unless noted. Numbers give growth in % (100 = growth as untreated, 0 = no growth, -100 = all killed).
SK-MEL-28: SK-MEL-28 melanoma; hit rate 4.1% among 81,000
MALME-3M: MALME-3M melanoma; hit rate 5.8% among 78,000
LOX IMVI: LOX IMVI melanoma; AID 1794757; hit rate 7.4% among 79,000
SK-MEL-5: SK-MEL-5 melanoma | hit rate 6.4% among 80,000 | AID 1794755
UACC-62: UACC-62 melanoma; AID 1794756; hit rate 5.4% among 81,000
SK-MEL-2: SK-MEL-2 melanoma; AID 1794763; hit rate 4.7% among 77,000
MDA-MB-435: MDA-MB-435 melanoma. hit rate 7.8% among 82,000
UACC-257: UACC-257 melanoma; hit rate 4.4% among 78,000
The depositor's hits bear a star; x = no result given; & = joins results of further samples; [ ] = another dose, or the depositor's remark. How the source made its calls: active means growth percent below 10; inactive means the rest. This is a random part of the collection, and some 12% of all compounds hit somewhere here.

Screens in order – SK-MEL-28, MALME-3M, LOX IMVI, SK-MEL-5, UACC-62, SK-MEL-2, MDA-MB-435, UACC-257
CC(C)C(C(=O)N(C)CC(O)c1ccc(O)c(O)c1)N1C(=O)/C(=C/c2ccc(Br)cc2)SC1=S (configuration not stated)
    105, 101, 96, 102, 100, 103, 103, 102
CCCCCCCCC(CC)(CC)C(=O)O
    101, 84, 96, 99, 103, 111, 91, 105
Cc1ccc(-c2csc(NC(=O)CCCCl)n2)cc1
    107, 94, 98, 94, 89, 92, 103, 103
CSc1nc2c(=O)[nH]cnc2s1
    106, 121, 101, 100, 112, 138, 108, x
CC(=O)O[C@H](C)[C@@H]1O[C@@H]2CC(=O)O[C@@H]2[C@H]1O
    106, 96, 95, 114, x, 102, 103, 105
COc1ccccc1Cn1cc2c(c1)-c1oncc1CC2
    55, x, 38, 18, 55, 36, -54*, 67
CCOC(=O)C1=CNn2c(nc3sc4c(c3c2=O)CCN(C)C4)N(c2ccc(Cl)cc2)C1=N
    111, 99, 92, 101, 104, 102, 102, x
NC(=O)c1ccc(Oc2ccc(C(N)=O)cc2)cc1
    109, 83, 106, 104, 95, 115, 103, 113
CCOC(=O)C(CCC#N)(CCC#N)C(=O)OCC
    107, 113, 111, 102, 103, 112, 101, 103
O=C1NC(=O)c2ccc3c4c(ccc1c24)C(=O)NC3=O
    186, 27, 81, 75, 98, 88, 93, 62
COc1cc(CNC(=O)CCCC/C=C/C(C)C)ccc1OCc1cn(-c2ccc(C#N)cc2)nn1
    105, 102, 78, 87, 82, 98, 108, 94
CC1(C)CC[C@]2(C(N)=O)CC[C@]3(C)C(=CC[C@@H]4[C@@]5(C)C/C(=C/c6ccncc6)C(=O)C(C)(C)[C@@H]5CC[C@]43C)[C@@H]2C1
    -65*[100 µM], -85*[100 µM], -51*[100 µM], -71*[100 µM], -80*[100 µM], -86*[100 µM], -56*[100 µM], -59*[100 µM]
Fc1cccc(Cl)c1/C=N/Nc1nc(N/N=C/c2c(F)cccc2Cl)nc(N2CCOCC2)n1
    90, 84, 95, 55, 80, 83, 81, 83
Cc1ccc(/C=C/c2nn3c(-c4ccco4)nnc3s2)cc1C
    104, 104, 89, 103, 95, 128, 99, 99
Cc1ccc(C(=O)NCCCNc2nccc(-c3c(-c4cccc(F)c4)nc4sccn34)n2)cc1
    96, 103, 58, 59, 75, 97, 78, 105
COc1cc(C2=NN(C=O)C(c3cn(Cc4ccc(Cl)cc4)c4ccccc34)C2)cc(OC)c1OC (configuration not stated)
    95, 68, 92, 88, 77, 98, 103, 93
CCCCN(CCCC)CC(O)CN(CC)CC (configuration not stated)
    109, x, 96, 96, 105, 91, 92, 105
OC1CC2c3ccccc3C1c1cccc[n+]12 (configuration not stated)
    116, 104, 110, 102, 101, 99, 108, 102
CC(=O)N(C)c1ccc(N=Nc2ccc3ncccc3c2)cc1
    112, x, 93, 94, 96, 97, 108, 108
CCCCCC(O)(CCCC)CCCCC
    104, 99, 98, 95, 99, 107, 110, 96
O=C(/C=C/c1ccccc1)c1ccc(-n2cc(CN3CCN(c4cc5c(cc4F)c(=O)c(C(=O)O)cn5C4CC4)CC3)nn2)cc1
    88, 91, 36, 78, 74, 97, 79, 91
O=C(N=Nc1c(O)[nH]c2ccccc12)c1cc2ccccc2[nH]1
    104, 111, 99, 101, 100, 104, 101, 108
O=[N+]([O-])c1ccc2[nH]cnc(=S)c2c1
    101, 96, 93, 91, x, 117, 103, 86
COC(=O)c1cc(C)cc(O)c1C
    132, 86, 104, 114, 89, 110, 99, 111
CCCNc1nc2ccccc2c2c(=O)c3c(Cl)cccc3sc12
    123, 113, 90, 101, 79, 106, 106, 102
O=C(O)c1cc(-c2cccc3ccccc23)nc2ccccc12
    108, 102, 96, 107, 98, 111, 104, x
CN1CCN(Cc2ccc(NC(=O)c3cncc(C#Cc4cnc5ccc(NCCCO)nn45)c3)cc2C(F)(F)F)CC1
    -21*, -56*, -86*, -87*, -14*, -91*, -40*, -44*
Nc1ccc(S(=O)(=O)O)c2cccc(O)c12
    106&132, 109&108, 99&89, 107&101, 105&91, 101&95, 107&100, 115&96
C=CCN(CC=C)C(=O)Nc1cccc(C)c1
    104, 93, 104, 94, 98, x, 109, 109
O=C1CN(/C=C(\c2ccccc2)S(=O)Cc2ccccc2)C(=S)N1 (configuration not stated)
    111, x, 99, 103, 102, 101, 105, 100

Screens in order – SK-MEL-28, MALME-3M, LOX IMVI, SK-MEL-5, UACC-62, SK-MEL-2, MDA-MB-435, UACC-257
Oc1ccc(-c2nc3ccccc3s2)c(O)c1
    209, 114, 106, 100, 88, x, 106, 146
COC(=O)C1(CC(=O)c2c(C)[nH]c3ccccc23)NC(=S)NC(=O)C1C#N (configuration not stated)
    104, 100, 89, 105, 95, 104, 110, 117
COCCCNC(=O)c1nnn2c1nc(N)c1cc(Cl)ccc12
    87, 65, 88, 98, 80, 74, 11, x
NNc1cccc([N+](=O)[O-])c1
    115, 101, 77, 109, 77, 98, 87, 99
COc1cc(-c2ccc(-c3ccc(C(=N)N)cn3)o2)cc(OC)c1OC
    102, 103, 101, 96, 102, 112, 104, 109
CC(c1ccccc1)N(C)C (configuration not stated)
    157, 141, 113, 100, 94, 84, 119, 116
CCCS(=O)(=O)c1ncnc2nc[nH]c12
    110, 103, 100, 100, 91, 93, 97, 101
c1ccc(CCCCc2ccncc2)cc1
    126, x, 100, 96, 84, 98, 120, 93
COc1ccc(-c2c(-c3cc(OC)c(OC)c(OC)c3)noc2N)cc1
    59, 68, 18, -61*, 44, 73, -6.2*, 77
Cc1cc(C(N)=S)no1
    109, 110, 95, 98, 94, 90, 108, 76
Cc1c(C(=O)NO)sc2ncnc(Nc3ccc(NC(=S)Nc4ccccc4)cc3)c12
    105, 99, 94, 101, 95, 104, 101, 99
Cc1c(/C=N\Nc2ccccc2)[nH]c(=O)[nH]c1=O
    107, 113, 101, 107, 97, 129, 93, 104
Cc1ccc(S(=O)(=O)Nc2ccccc2)cc1[N+](=O)[O-]
    107, x, x, 94, 104, 88, 108, 96
COc1cccc(-c2nc3sccn3c2-c2ccnc(NCCNC(=O)c3cc(N4CCOCC4)cc(C(F)(F)F)c3)n2)c1
    88, 81, 79, 66, 51, 76, 63, 90
O=C(O)CCCCc1ccc([N+](=O)[O-])cc1
    107&113, 106&102, 107&93, 105&107, 90&104, 113&99, 113&111, 98&125
Clc1ccc(NC2=NCCN=C(Nc3ccc(Cl)cc3)SS2)cc1
    100, 102, 80, 101, 89, x, 108, 88
N=C(N)c1ccc(-c2ccc(-c3ccccc3)s2)cc1F
    -96*, -77*, -81*, -97*, -93*, -84*, -84*, -84*
O=C(O)c1ccc(-n2cc(CNc3cccc(Cl)c3)c(-c3ccc(C(F)(F)F)cc3)n2)cc1
    86, 80, 82, 64, 81, 100, 71, 84
CC(CCc1ccccn1)C(=O)c1ccccc1 (configuration not stated)
    101, x, 105, 99, 96, 103, 108, 108
COc1ccc(-c2cc(-c3ccc(Nc4ncnc5cc(Cl)ccc45)cc3)nc(N3CCCC3)n2)cc1OC
    110, 100, 94, 99, 95, 90, 102, 116
O=c1[nH]c(CCl)nc2c(-c3nc4ccccc4s3)c(Nc3ccccc3)sc12
    108, 109, 87, 90, 77, 104, 113, 98
C=C1C(=O)O[C@H]2[C@H]1CC/C(COC(=O)NCc1ccc(Cn3c(=O)sn(CCCC)c3=O)cc1)=C\CC[C@@]1(C)O[C@@H]21
    56, -24*, 27, 96, 53, 81, 41, 51
COc1cc(C2(C)SCCCS2)cc(OC)c1OC
    107, 101, 89, 100, 103, 96, 99, 117
CN(C)Cc1cc(C(C)(C)C)ccc1O
    119, 104, 98, 107, 103, 117, 105, 115
COc1ccc(-c2nnc(CNc3ccc(Cl)cc3)o2)cc1OC
    114, 115, 71, x, 89, 101, 105, 109
c1ccc2c(c1)CC1C[C@@H](c3cccc4ccccc34)N2O1 (some centres not stated)
    102, x, 84, 90, 75, x, 94, 105
C=C[C@]1(C)C(Cl)=C[C@H]2C(=O)[C@@H]1c1cccc3c1c(cn3C)C2(C)C
    107, 97, 86, 96, 77, 98, 96, 108
O=C(/C=C/c1ccco1)c1ccc(NC(=O)c2ccccc2CN2C(=O)c3ccccc3C2=O)cc1
    107, 101, 91, 99, 88, 107, 97, 104
Cc1cccc2c(-c3ccccc3)c(Cc3ccccc3)[nH]c12
    110, 109, 98, 115, 93, 99, 108, 106
O=C=Nc1ccccc1[N+](=O)[O-]
    114, 132, 98, 107, 108, x, 110, 104

Some entries already given, limited to LOX IMVI and MDA-MB-435.
Compound,LOX IMVI,MDA-MB-435
CCCS(=O)(=O)c1ncnc2nc[nH]c12,100,97
c1ccc(CCCCc2ccncc2)cc1,100,120
COc1ccc(-c2c(-c3cc(OC)c(OC)c(OC)c3)noc2N)cc1,18,-6.2*
Cc1cc(C(N)=S)no1,95,108
Cc1c(C(=O)NO)sc2ncnc(Nc3ccc(NC(=S)Nc4ccccc4)cc3)c12,94,101

Single records, as listed above. Screens in order: SK-MEL-28, MALME-3M, LOX IMVI, SK-MEL-5, UACC-62, SK-MEL-2, MDA-MB-435, UACC-257
Record of `Cc1ccc(-c2csc(NC(=O)CCCCl)n2)cc1` → 107, 94, 98, 94, 89, 92, 103, 103
Record of `c1ccc(CCCCc2ccncc2)cc1` → 126, x, 100, 96, 84, 98, 120, 93
Record of `CC(=O)N(C)c1ccc(N=Nc2ccc3ncccc3c2)cc1` → 112, x, 93, 94, 96, 97, 108, 108

Further compounds follow:
Screens in order – SK-MEL-28, MALME-3M, LOX IMVI, SK-MEL-5, UACC-62, SK-MEL-2, MDA-MB-435, UACC-257
COC(=O)c1ccc(C2SCC(=O)N2NC(=O)c2[nH]c3ccc(F)cc3c2-c2ccccc2)cc1 (configuration not stated)
    131, 92, 98, 98, 70, 86, x, 107
COc1cc(/C=N/n2cnc3oc(-c4ccccc4)cc3c2=N)cc(CN2CCOCC2)c1O
    78, 66, 8.3*, 62, 62, 104, 61, 110
CC(=O)C1CCC2C3CC=C4CC(SC(=N)N)CCC4(C)C3CCC12C (configuration not stated)
    62, -6.9*, -56*, 16, 64, 32, 9.7*, 14
Cc1nn(-c2ccccc2)c(-n2ccnc2)c1/C=N/Nc1nc(-c2ccc(Cl)cc2)cs1
    84, 70, 80, 32, 70, 92, 81, 69
O=C(c1ccccc1)c1cccc(C(Br)Br)c1
    93, 89, 81, 74, 81, 74, 31, 105
c1ccc(CCc2ccccn2)cc1
    127, 110, 102, 103, 99, 102, 108, 111
O=S(=O)(Nc1cc(F)cc(F)c1)c1ccc(-c2cnc(C3CC3)o2)cc1
    61, 50, 36, 29, 34, 40, -24*, 63
CCCC(=O)N(Cc1ccccc1)Cc1ccccc1
    117, 107, 106, 105, 107, 112, 104, 103
O=C(O)c1ccc(-n2cc(/C=N/Nc3cccc(F)c3)c(-c3ccc(F)cc3F)n2)cc1
    91, 77, 33, 87, 78, 92, 94, 132
NC(N)=N/N=C/c1ccc([N+](=O)[O-])cc1
    109, 103, 96, 100, 92, 115, 112, 102
O=C(NC(=O)c1ccc(F)c(Cl)c1)NC1CC1
    107&111, 99&107, 99, 88, 97&100, 107, 102&114, 103&97
COc1cc(C2C=C(c3ccc(C)cc3)Nc3nc(SC)[nH]c(=O)c32)ccc1Oc1ccnc2cc(Cl)ccc12 (configuration not stated)
    97, 80, 80, 63, 61, 79, 55, 63
O=C1/C(=C/c2ccccc2[N+](=O)[O-])C(c2ccccc2)Oc2ccccc21 (configuration not stated)
    110, 97, 68, 93, 69, 99, 96, 83
COc1ccc(-c2ccnc(SCc3cc4cc(OC)ccc4[nH]c3=O)n2)cc1
    36, 37, 19, -3.6*, 16, 13, 1.2*, 38
COc1cc2c(c(OC)c1OC)CCC(c1cccc(NC(=O)c3cccc(Br)c3)c1)O2 (configuration not stated)
    91, 100, 92, 88, 70, 103, 87, 82
CCOC1CC(C#N)(C#N)C1(C#N)C#N (configuration not stated)
    108, 118, 97, 100, 101, 102, 105, x
CCCCC1(C(OC)OC)NC(=O)NC1=O (configuration not stated)
    112, 107, 102, 104, 110, 101, 106, x
COc1ccc(COc2ccc(/C=C3/C(=O)Nc4ccc(Cl)cc43)cc2OC)cc1
    107, 98, 94, 100, 82, 105, 105, 102
O=C(O)c1cccc2c1Cc1cc([N+](=O)[O-])ccc1-2
    108, x, x, 105, 102, 102, 108, 109
CCOc1ccccc1/C=N\N=C(\N)N/N=C/c1ccccc1OCC
    43, x, 31, 18, 31, 15, -3.3*, 39
CCCCCCCCCCCCCCCC(=O)Nc1ccc(C)cc1
    107, 97, x, 100, 96, 117, 103, 115
O=C(N/N=C1\c2ccccc2-c2cccc(C(=O)O)c21)c1ccc(Br)cc1
    111, 95, 103, 90, 88, 100, 100, 102
CC(C=O)Cc1ccc(C2CCCCC2)cc1 (configuration not stated)
    112, 92, x, 110, 106, 106, 107, 91
CCC(C)c1c(NC(=O)c2ccccc2)o[nH]c1=O (configuration not stated)
    106, 145, 90, 113, 98, 103, 103, x
CC(C)(C)OC(=O)N1CCc2c(sc3ncnc(N/N=C/c4ccccc4Br)c23)C1
    82, 90, 56, 67, 60, 92, 78, 83
c1nc(N2CCOCC2)c2[nH]ccc2n1
    106, 109, 100, 111, 103, 96, 112, 105
CCCN(CCC)OS(=O)c1ccc(COCOc2ccc(OS(=O)N(CCC)CCC)cc2)cc1 (configuration not stated)
    109, 95, 90, 78, 77, 102, 101, 79
COc1ccc(-n2ncn(Cc3cc(=O)oc4c3ccc3ccccc34)c2=O)cc1
    103, 98, x, 108, 91, 96, 101, 107
OCCC(N1CCOCC1)C(O)(c1ccccc1)c1ccccc1 (configuration not stated)
    105&111, 104&85, 94&93, 98&98, 89&99, 129, 98&92, 118
COc1cc2cc(CNc3ccc(Nc4nccc(-c5ccc(Cl)cc5)n4)cc3)c(=O)[nH]c2cc1OC
    112, 94, 99, 90, 92, 93, 95, 99
Cc1nn(-c2ccccc2)c(Cl)c1/C=C1\N=C(c2ccccc2)N(C(=O)c2cc([N+](=O)[O-])cc([N+](=O)[O-])c2)NC1=O
    88, 112, 92, 85, 86, 90, 87, 78
COc1ncnc2c1ncn2C/C=C/CCl
    121, 173, 80, 104, 105, 101, 86, 92

Screening results from PubChem BioAssay.
